# Bioassay records from PubChem.
# Epigenetic mod: qHTS Assay for Epigenetic Modulators | mouse C127i GFP locus derepression, cytometry, 30 h | Potency, µM (highest dose often 46.1 µM), for the others: top-dose GFP derepression (activation) | hit rate 0.09% among 68,000 | AID 597, 2007; note: % of control where 0% means no effect
#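 Murine C127i mammary cells carrying a silenced, stably integrated CMV-driven GFP reporter were treated with compound for 30 hours at 37 C. After PBS washes, GFP-positive cells were counted by laser-scanning microplate cytometry.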
# 4MU fluor: qHTS Assay for Spectroscopic Profiling in 4-MU Spectral Region; compound autofluorescence, 340/450 nm, 4-MU equivalents; hits give high values; max dye-equivalent concentration, M; hit rate 11% among 59,000; AID 589, 2007; in the data active = max dye-equivalent concentration above about 10 nM; inconclusive = mostly about 1.1 nM to 9.6 nM
#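 Compounds in 100 mM Tris, pH 8.0, incubated 15 min at room temperature, then fluorescence read at 340 nm excitation/450 nm emission. Signal converted to 4-MU dye-equivalent concentration using an on-plate six-point 4-MU standard curve.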
# Hsp90 Hop PPI: qHTS Assay for Disrupters of an Hsp90 Co-Chaperone Interaction. Potency, µM (doses to about 57 µM), without a hit: at the top dose activity change, negative = inhibition. AlphaScreen TPR2A-His6 binding biotin-Hsp90 C-terminal peptide. Hsp90 C-terminal peptide / TPR2A (Hop) interaction, human. hit rate 0.44% among 71,000; active = well fitted curve in either direction with a large enough effect; inconclusive = small, poorly fitted or top-dose-only effect, or another doubt; note: potency is the fitted concentration of half-maximal effect; % is set by controls: 0 for no effect and ±100 for the full control effect; many of its hits are not listed in these tables
# ALOX15 inhib: qHTS Assay for Inhibitors of 15-hLO (15-human lipoxygenase); purified 15hLO-1, xylenol orange hydroperoxide absorbance; Potency, µM (doses to about 57.1 µM), without a hit: top-dose activity change, negative = inhibition, hits mostly inhibitors; hit rate 1.4% among 74,000; AID 887, 2007; note: potency is the fitted concentration of half-maximal effect; % is set by controls: 0 for no effect and ±100 for the full control effect; nearly all actives have a fitted effect of over 55% in size
# Target sequence (P16050 whole entry, looked up): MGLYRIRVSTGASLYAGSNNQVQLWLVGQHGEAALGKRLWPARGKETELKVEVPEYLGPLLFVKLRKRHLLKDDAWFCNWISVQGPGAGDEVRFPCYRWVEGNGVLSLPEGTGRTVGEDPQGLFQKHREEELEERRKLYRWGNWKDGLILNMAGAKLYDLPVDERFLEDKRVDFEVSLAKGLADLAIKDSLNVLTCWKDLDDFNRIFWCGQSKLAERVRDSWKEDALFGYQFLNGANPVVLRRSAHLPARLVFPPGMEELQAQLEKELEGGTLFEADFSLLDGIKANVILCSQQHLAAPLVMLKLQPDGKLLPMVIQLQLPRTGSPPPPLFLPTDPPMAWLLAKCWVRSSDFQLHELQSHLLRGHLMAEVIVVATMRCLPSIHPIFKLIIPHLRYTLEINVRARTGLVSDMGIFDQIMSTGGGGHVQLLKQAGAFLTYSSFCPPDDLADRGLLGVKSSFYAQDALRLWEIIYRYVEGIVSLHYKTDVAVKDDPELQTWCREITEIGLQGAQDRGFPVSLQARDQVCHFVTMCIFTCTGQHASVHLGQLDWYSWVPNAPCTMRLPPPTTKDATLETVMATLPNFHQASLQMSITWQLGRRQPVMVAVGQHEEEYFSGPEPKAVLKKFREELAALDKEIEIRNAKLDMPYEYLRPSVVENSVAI
#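 40 nM 15hLO-1 + cpd, 15 min RT; start w/ 50 uM AA (final), 6 min RT; stop/detect w/ 200 uM XO + 300 uM Fe(II) in 50 mM H2SO4, 30 min; A573/A405. Buffer 25 mM Hepes pH 7.5, 0.01% Triton X-100. No-enzyme wells as negative control.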
# BRCT PPI green: qHTS Assay for Inhibitors of BRCT-Phosphoprotein Interaction (Green Fluorophore); Breast cancer type 1 susceptibility protein (Homo sapiens), P38398; BRCA1 BRCT-phosphopeptide binding, green fluorescence polarization; Potency, µM (series often up to 76.9 µM), for the others: at the highest dose activity change, negative = inhibition, usual class: inhibitors; AID 875, 2007; hit rate 0.05% among 75,000;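 note: potency is the fitted concentration of half-maximal effect; plate controls were peptide without protein for full effect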
#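 Compounds were incubated for 12 min at room temperature with a complex of 100 nM fluorescein-tagged pBACH1 decapeptide and 250 nM His-tagged BRCT protein. Buffer was phosphate pH 7.3 with EDTA, DTT and Tween 20. Disruption of binding lowers the polarization signal.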
# A350 autofl: qHTS Assay for Spectroscopic Profiling in A350 Spectral Region | Compound autofluorescence, 340/450 nm, Alexa 350 dye-equivalents; hits give high values | max dye-equivalent concentration, M | hit rate 11% among 59,000 | AID 590, 2007; in the data active = max dye-equivalent concentration above about 10 nM; inconclusive = mostly about 1.1 nM to 9.6 nM
# UbGFP stabilizer: Ubiquitin-GFP Assay | Ubiquitin-GFP reporter cells, proteasome inhibition, GFP fluorescence; response scale: untreated = 0%, 10 µM MG-132 = 100% | Potency, µM (series often up to 45.9 µM), inactives show top-dose activation (GFP accumulation), actives largely listed as activators | 67,000 tested, under 10 active; active = well fitted activation curve with a large enough effect, not every such curve was filed as active; inconclusive = small, poorly fitted or top-dose-only effect, or another doubt; inactive = no such curve, though single readings can be large or run the other way; note: potency is the fitted concentration of half-maximal effect
#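 Reporter cells (U2OS, ubiquitin-G76V-GFP fusion) are plated overnight, then treated 4 hr at 37 °C with compound titrations from 46 uM down to 2.9 nM. Activity is scaled against untreated cells and 10 uM MG-132.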
# HBB splicing: qHTS Assay for Modulators of Hemoglobin Beta Chain Splicing | Potency, µM (doses to about 46.1 µM), for inactives: at the highest dose activation, hits mostly activators | hit rate 0.06% among 65,000 | HBB splicing reporter cell assay, activation; EGFP reporter with mutant IVS2-654 intron; response scale: normalised to 500 nM splice-correcting PNA | AID 925, 2007; note: potency is the fitted concentration of half-maximal effect; 0% is about no effect
#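 Compounds were applied for 2 days to HeLa EGFP-654 cells, 500/well in Optimem with 2% FCS. The reporter's EGFP is disrupted by mis-splicing of beta-globin intron IVS2-654. Readout: summed well GFP fluorescence from 488 nm laser scanning; reference was 500 nM antisense […] 654 PNA.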
# CRE Fsk mod: Cell signaling CRE-BLA (Fsk stim) | CHO CRE-bla reporter (cAMP response element driving beta-lactamase), forskolin EC10, beta-lactamase ratio | AID 662, 2007 | hit rate 2.5% among 71,000 | Potency, µM (highest dose often 38.2 µM), for inactives: at the top dose activity change, negative = inhibition, hits mostly activators; active = well fitted activation curve with a large enough effect in the signal ratio, with a control signal flat, not every such curve was filed as active; inconclusive = small, poorly fitted or top-dose-only effect, or effect the other way, or a change in a side signal; the % refers to the signal ratio; note: potency is the fitted concentration of half-maximal effect; % of control where 0% means no effect
#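 qHTS titration format; CRE-bla CHO reporter; stimulus EC10 NKH 477, a water-soluble forskolin. Read: CCF4 460/530 nm ratio. Potency expressed as AC50 for activators or inhibitors.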
# BRCT inh red: qHTS Assay for Inhibitors of BRCT-Phosphoprotein Interaction (Red Fluorophore); BRCT-phosphopeptide binding, red fluorescence polarization; Potency, µM (titrated, usually from 76.9 µM), without a hit: at the top dose activity change, negative = inhibition, usual class: inhibitors; hit rate 0.03% among 75,000; AID 892, 2007; note: % is set by controls: 0 for no effect and ±100 for the full control effect
#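 Fluorescence polarization: 100 nM His-tagged BRCA1 BRCT with 100 nM TAMRA-labelled phospho-BACH1 decapeptide, phosphate buffer pH 7.3 with 150 mM NaCl, DTT, 0.01% Tween 20; 12 min RT. Binding inhibition seen as FP decrease.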
# DNA Pol III inh: qHTS Assay for Inhibitors of DNA Polymerase III Holoenzyme System. reconstituted DNA polymerase III holoenzyme replication, biochemical. hit rate 0.25% among 71,000. AID 603, 2007. Potency, µM (top dose mostly 57.1 µM), for inactives: at the highest dose activity change, negative = inhibition; note: potency is the fitted concentration of half-maximal effect; % is set by controls: 0 for no effect and ±100 for the full control effect
#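 Reconstituted *E. coli* holoenzyme (0.35 nM Pol III, 1 nM beta, 154 nM SSB, 2 nM primase) was preincubated with compound for 15 min at RT. Synthesis on 1.4 nM ssM13Gori ran 35 min, then was stopped with PicoGreen/EDTA and read as dsDNA fluorescence.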
# * hit, by the source's call; i = inactive; ? = inconclusive; nt = not tested or not shown; & = joins results of further samples; [ ] = another dose, or the depositor's remark. Unless noted, calls come from the whole dose curve; as a rule, active = well fitted curve in the direction sought with a large enough effect; inconclusive = small, poorly fitted or top-dose-only effect, or another doubt; inactive = no such curve, though single readings can be large; an effect the other way counts as inactive or inconclusive.
SMILES,Epigenetic mod,4MU fluor,Hsp90 Hop PPI,ALOX15 inhib,BRCT PPI green,A350 autofl,UbGFP stabilizer,HBB splicing,CRE Fsk mod,BRCT inh red,DNA Pol III inh
CCCCN(CC)CCNC(=O)CN(C)S(=O)(=O)c1ccc2c(c1)c(=O)n(C)c(=O)n2C,-2%,i,-6%,5%,-1.6%,?,nt,-0.6%[0.369 µM],-16%,-0.9%,-8%
CC(=O)N[C@@H]1CONC1=O,-1%[9.22 µM],i,-3%[11 µM],2%[11.4 µM],0.1%[15.4 µM],i,-8%[9.17 µM],3.9%[9.22 µM],-9%[7.6 µM],0.2%[15.4 µM],-11%[11.4 µM]
O=C(Nc1nc2c(s1)CCCC2=O)c1cnccn1,2%,i,-8%,18%,-8.5%,i,1%,nt,1%,-0.5%,-2%
COc1ccc(C(C)NC(=O)c2ccoc2C)cc1OC (configuration not stated),-2%,i,1%,15%,-0.2%,i,-9%,8.5%,7%,-0.2%,-1%
CCc1cc2cc3c(cc2nc1SCC(=O)Nc1cc(C)on1)OCO3,-2%,?,-2%,-1%,-3.1%,?,2%,-1.1%,10%,0.8%,-20%
Cc1ccc(C(c2nnnn2CS(=O)(=O)c2ccc(C)cc2)N2CCC(C(N)=O)CC2)cc1 (configuration not stated),-1%,i,-1%,2%,-1.6%,i,-2%,0.5%[57.5 µM],-8%,-0.7%,0%
C=CCN1C(=O)CSC1=Nc1cccc(O)c1,3%,i,1%,3%,0.2%,i,-2%,1.2%,-5%,0.4%,-3%
Cn1c(=O)cc(OCCCC(=O)N2CCN(c3ccccn3)CC2)c2ccccc21,-2%,i,-1%,4%,-1.9%,i,15%,-2.1%,?,-1.6%,-4%
Cc1nc2cncnc2n(Cc2ccccc2)c1=O,2%[9.22 µM],i,0%,7%,-0.7%,i,8%,5.6%,?,2.9%,-10%
COc1ccc(C(=O)NCc2nnc(SCC(=O)NCc3ccc(F)cc3)o2)cc1,10%,i,-4%,2%,-2.2%,i,1%,-0.2%,-2%,-0.9%,-3%
C=CCNc1nc(NC(C)(C)CO)nc(OCC)n1,0%,i,-1%,9%,-2.2%,i,6%,-0.7%,27%,0.5%,-1%
O=C(NC12CC3CC(CC(C3)C1)C2)c1cnccn1,0%,i,-10%,-3%,0.1%,i,3%,-0.8%,-1%,-1.2%,4%
Nc1nonc1-c1nc2ccccc2n1CC(=O)N1CCN(c2ccc(F)cc2)CC1,0%,i,-6%,-1%,-0.2%,i,-2%,-0.3%,-11%,0.9%,-3%
O=C(O)CCC(=O)Nc1ccc(S(=O)(=O)N2CCCC2)cc1,0%,i,0%,2%,0.2%,i,-3%,-0.4%[57.5 µM],-11%,-3.3%,-4%
Cc1ccc(CNC(=O)c2cccc(OCc3c(C)noc3C)c2)cc1,-2%,i,1%,3%,2.8%,i,-8%,3.7%,1%,-0.3%,4%
Cc1onc(-c2ccccc2)c1C(=O)OCC(=O)c1ccccc1,0%,i,?,?,1.5%,i,-3%,-0.5%[57.5 µM],-8%,-1.7%,?
Cc1ccc(Cl)cc1N1CCN(CC(=O)Nc2ccc3[nH]c(=O)[nH]c3c2)CC1,0%,i,-2%,-8%,-2.7%,i,-1%,4.7%,-10%,0.3%,0%
CNC[C@H](O)c1ccc(O)c(O)c1,0%&1%,i,-7%&-8%,222%[activator][25.6 µM],-4.5%&-1.0%&-2.0%,i,2%&1%,0.6%&-0.7%,2%&-4%,-0.8%&-2.2%&-0.8%,-3%&5%
CCOC(=O)c1cc2c(N)c(C(=O)c3cc(C#N)c(SC)nc3C)sc2nc1C,10%,?,1%,-12%,-1.1%,1.5e-08M*,3%,2.6%[57.5 µM],?,-1.0%,-4%
O=C(O)c1ncn(Cc2ccccc2)c1C(=O)O,3%,i,?,9%,0.6%,?,0%,2.5%,-11%,-0.8%,2%
O=C(NCCN1CCN(c2ccccc2)CC1)C1CCN(S(=O)(=O)c2cccs2)CC1,-2%,i,-10%,2%,-0.4%,i,-4%,1.5%,?,1.0%,2%
COc1ccc(CCCc2nnc(SCC(=O)Nc3nc(C)cs3)n2C)cc1C,-1%,i,-5%,8%,-0.3%,i,-1%,-0.3%[57.5 µM],6%,-0.1%,10%
O=C(NCc1ccc2c(c1)OCO2)C1CCN(c2ncccn2)CC1,-2%,i,-3%,-5%,-3.1%,i,2%,0.6%[57.5 µM],-5%,1.0%,0%
CC1CN(c2ccc(Oc3ccccc3)cc2)c2nc3c(c(=O)[nH]c(=O)n3C)n2C1 (configuration not stated),0%,i,-3%,5%,-1.5%,i,nt,-1.0%[0.369 µM],0%,-0.1%,4%
Cc1cc(NC(=O)CSc2nc3cc4c(cc3c(=O)n2CCc2ccccc2)OCO4)no1,2%,i,?,2%,-2.9%,i,-5%,3.8%[0.369 µM],?,0.7%,-14%
COc1ccc(-n2c(Cc3cccn3C)nnc2SCC(=O)NC2CCCC2)cc1,nt,nt,-5%[2.3 µM],-24%,0.1%,nt,20%,-0.2%,-1%,-1.0%,-2%
CC1(C)NC(=O)NC2(C)NC(=O)NC(C)(C)C12 (configuration not stated),-2%,i,-2%,8%,1.2%,i,nt,-0.2%[0.369 µM],?,0.2%,-1%
COCCn1c(-c2ccc(OC)cc2)cnc1N,-1%,i,-17%,43%[activator],-0.5%,i,2%,0.2%,25%,1.6%,-2%
O=C(Nc1ccc2c(c1)CCC2)C1CCN(c2ncccn2)CC1,-2%,i,1%,-12%,-0.4%,i,-6%,0.2%,10%,-0.2%,2%
Cc1cccc(N2CCN(C(=O)Cn3sc4nc(C)cc(C)c4c3=O)CC2C)c1 (configuration not stated),0%,nt,-4%,?,0.3%,nt,-3%,0.1%,?,1.2%,1%
COc1ccc2ncn(-c3ccccc3)c2c1,1%,i,0%,9%,-1.2%,i,-3%,-0.2%[57.5 µM],-10%,-1.5%,-3%
Cc1cccc(OCCc2nnc(N)s2)c1C,0%,i,-1%,3%,-1.6%,i,-3%,-1.9%,5%,-2.0%,-6%
COc1ccc(N2CCN(C(=O)CSc3nc4c(c(=O)n(C)c(=O)n4C)n3C(C)C)CC2)cc1,1%,i,0%,-27%,0.8%,i,-3%,-0.2%[57.5 µM],10%,0.6%,-6%
Cc1sc2nc3n(c(=O)c2c1C)NC(=O)CC3,1%,?,-1%,9%,-1.5%,?,0%,nt,14%,-1.5%,0%
Cc1nc2n(n1)C(c1ccccc1)C1=C(CC(c3ccco3)CC1=O)N2 (configuration not stated),0%,2.4e-07M*,-2%,6%,-0.3%,3.1e-07M*,1%,-4.4%[57.5 µM],?,-2.0%,-1%
CC(C)CCn1c(Br)nc2c1c(=O)n(CC(N)=O)c(=O)n2C,-1%,i,-2%,-2%,-0.2%,i,-3%,-1.3%,0%,-0.5%,-1%
Clc1cccc(-c2ccc(/C=N/n3cnnc3)o2)c1,2%,nt,-4%,-7%,2.4%,nt,4%,-1.3%[9.22 µM],1%,-0.5%,4%
CC1CCN(CC(=O)NCc2ccccc2)CC1,0%,i,1%,5%,-1.6%,i,2%,-1.1%,-3%,0.3%,1%
COc1ccc(NC(=O)N2CCC3(CC2)CCN(C(=O)c2cnccn2)CC3)cc1,2%[9.22 µM],i,-12%,-7%,-0.5%,i,-7%,-0.3%,?,-0.2%,12%
COc1ccc(-c2cn3ccccc3n2)cc1OC,0%,?,-3%,-4%,-3.2%,?,10%,2.7%[1.84 µM],?,-0.8%,-3%
CCOc1ccc(S(=O)(=O)N2CCCCC2)c2ccccc12,5%,nt,26%,-7%,2.1%,nt,-6%,-1.7%,18%,0.0%,0%

# Compound profiles, as listed above. Values in the order: Epigenetic mod	4MU fluor	Hsp90 Hop PPI	ALOX15 inhib	BRCT PPI green	A350 autofl	UbGFP stabilizer	HBB splicing	CRE Fsk mod	BRCT inh red	DNA Pol III inh
# CCOc1ccc(S(=O)(=O)N2CCCCC2)c2ccccc12 is listed as 5%	nt	26%	-7%	2.1%	nt	-6%	-1.7%	18%	0.0%	0%
# Cc1sc2nc3n(c(=O)c2c1C)NC(=O)CC3 is listed as 1%	?	-1%	9%	-1.5%	?	0%	nt	14%	-1.5%	0%
